JMJD2A Tudor: JMJD2A Tudor domain (human) inhibition. 4.4% of 390,000 active. AID 504339. AlphaScreen JMJD2A-Tudor / H3K4me3 peptide binding. Potency, µM (highest dose often 114 µM), inactives show at the highest dose activity change, negative = inhibition, actives largely listed as inhibitors; also: % is scaled to controls: 0 for no effect and ±100 for the full control effect; nearly all actives have a fitted effect of over 50% in size
POLI inh: blocks human DNA polymerase iota activity | Pol iota fluorescent replication assay, 10 min | Potency, µM (top dose mostly 115 µM), inactives show at the top dose activity, negative = inhibition, most hits filed as inhibitors | 1% of 390,000 active | AID 588590
Target sequence (Q9UNA4 whole entry, looked up): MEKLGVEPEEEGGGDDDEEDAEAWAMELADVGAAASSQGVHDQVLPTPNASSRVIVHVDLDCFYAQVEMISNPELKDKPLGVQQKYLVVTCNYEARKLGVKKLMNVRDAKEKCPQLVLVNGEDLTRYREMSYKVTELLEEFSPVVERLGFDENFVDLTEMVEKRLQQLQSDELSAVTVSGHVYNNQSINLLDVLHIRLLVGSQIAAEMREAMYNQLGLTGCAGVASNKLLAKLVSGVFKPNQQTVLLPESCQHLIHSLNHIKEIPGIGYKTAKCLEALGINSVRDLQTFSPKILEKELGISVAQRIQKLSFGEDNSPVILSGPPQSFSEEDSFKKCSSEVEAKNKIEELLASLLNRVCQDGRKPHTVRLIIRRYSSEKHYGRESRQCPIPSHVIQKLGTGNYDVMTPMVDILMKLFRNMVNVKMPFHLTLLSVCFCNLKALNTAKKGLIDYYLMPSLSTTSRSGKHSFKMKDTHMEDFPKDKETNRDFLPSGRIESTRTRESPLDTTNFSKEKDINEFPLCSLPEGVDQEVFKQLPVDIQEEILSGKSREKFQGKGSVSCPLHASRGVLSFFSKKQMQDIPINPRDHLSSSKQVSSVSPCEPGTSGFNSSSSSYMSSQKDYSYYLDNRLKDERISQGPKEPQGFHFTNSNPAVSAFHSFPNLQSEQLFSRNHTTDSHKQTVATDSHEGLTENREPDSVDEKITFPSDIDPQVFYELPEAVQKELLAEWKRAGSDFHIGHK
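Pol iota at 10 nM preincubated 15 min with compounds at room temperature; reaction started with fluorescent substrate, 50 nM final. Fluorescence read kinetically at 0 and 10 min; buffer-only wells as negative control.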
Pol eta inh: DNA polymerase eta (human) inhibition | recombinant Pol eta, fluorescent DNA replication assay | Potency, µM (series often up to 114 µM), inactives show at the highest dose activity change, negative = inhibition, usual class: inhibitors | 1.2% of 390,000 active | AID 588591; also: % is scaled to controls: 0 for no effect and ±100 for the full control effect
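Pol eta (10 nM) was preincubated with compounds for 15 min at room temperature, after which fluorescent replication substrate (50 nM final) was added to start the reaction. Fluorescence was read kinetically at 0 and 10 min.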
G9a inh: blocks human histone lysine methyltransferase G9a. 8.8% of 350,000 active. G9a H3K9 monomethylation, AlphaScreen, 2 h. Q96KQ7. AID 504332. Potency, µM (titrated, usually from 102 µM), inactives show at the highest dose activity, negative = inhibition, actives largely listed as inhibitors; also: % is scaled to controls: 0 for no effect and ±100 for the full control effect; nearly all actives have a fitted effect of over 75% in size
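Signal arises when biotinylated H3K9 peptide, once monomethylated, bridges streptavidin donor and antibody-captured acceptor beads. Enzyme at 20 nM was preincubated 15 min with test compounds; peptide 500 nM and SAM 20 uM then reacted for 2 h.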
APEX1 inh: inhibitors of human APE1 endonuclease | P27695 | recombinant APE1, TAMRA/BHQ-2 abasic DNA cleavage fluorescence | Potency, µM (doses to about 65.8 µM), inactives show top-dose activity change, negative = inhibition, actives largely listed as inhibitors | 0.35% of 350,000 active | AID 2517;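 also: plate controls were vehicle for no effect and reference inhibitor for full effect; nearly all actives have a fitted effect of over 55% in size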
Target sequence (P27695 whole entry, looked up): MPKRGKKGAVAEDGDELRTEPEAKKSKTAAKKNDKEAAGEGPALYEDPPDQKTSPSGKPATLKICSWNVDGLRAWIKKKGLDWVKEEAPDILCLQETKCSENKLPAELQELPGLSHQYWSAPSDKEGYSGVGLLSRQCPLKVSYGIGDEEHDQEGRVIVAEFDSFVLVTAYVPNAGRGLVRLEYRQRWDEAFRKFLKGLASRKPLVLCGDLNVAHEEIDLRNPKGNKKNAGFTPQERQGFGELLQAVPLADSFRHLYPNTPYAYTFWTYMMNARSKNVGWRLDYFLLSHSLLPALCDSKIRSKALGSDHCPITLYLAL
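APE1 at 0.75 nM final was preincubated with compound 15 min at room temperature, then 50 nM double-stranded THF abasic-site substrate (5'-TAMRA/3'-BHQ-2) was added. Fluorescence (ex 525/em 598 nm) was read kinetically; third-minus-first read gave activity.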
BAZ2B inh: blocks human BAZ2B; Q9UIF8; AlphaScreen BAZ2B-H3K14Ac peptide displacement; Potency, µM (top dose mostly 114 µM), inactives show at the top dose activity change, negative = inhibition, usual class: inhibitors; 4.4% of 360,000 active; also: % is scaled to controls: 0 for no effect and ±100 for the full control effect; nearly all actives have a fitted effect of over 60% in size
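AlphaScreen displacement of biotin-H3(5-23)K14Ac peptide (50 nM final) from BAZ2B (50 nM final) in PBS pH 7.4, 0.01% Tween-20; complex preformed 30 min RT, then compounds (top 110 uM) 30 min RT, beads 20 min dark.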
POLB inh: inhibitors of human DNA polymerase beta; Potency, µM (top dose mostly 114 µM), without a hit: top-dose activity change, negative = inhibition, actives largely listed as inhibitors; Pol beta primer extension/strand displacement, fluorescence kinetic; AID 485314; P06746; 1.3% of 340,000 active; also: % is scaled to controls: 0 for no effect and ±100 for the full control effect
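Reaction started by 50 nM substrate onto compound-treated Pol beta (10 nM, 15 min preincubation, room temperature); plates read at 0 min and 10 min. Normalized concentration-effect data fitted by four-parameter Hill equation.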
Pol kappa inh: DNA polymerase kappa (human) inhibition; Q9UBT6; purified Pol kappa, fluorescent DNA synthesis assay, 10 min; Potency, µM (doses to about 107 µM), for inactives: at the top dose activity, negative = inhibition, usual class: inhibitors; 0.53% of 400,000 active; AID 588579; also: % is scaled to controls: 0 for no effect and ±100 for the full control effect
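Readout: fluorescence, taken kinetically at 0 and 10 min. Conditions: 10 nM Pol kappa, 15 min RT compound preincubation, 50 nM substrate final. Controls: enzyme-free buffer wells.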
BLM helicase inh: Bloom syndrome helicase (human) inhibition; P54132; recombinant BLM DNA unwinding, fluorescence dequenching; Potency, µM (series often up to 56.1 µM), for the others: at the highest dose activity change, negative = inhibition, usual class: inhibitors; 0.2% of 350,000 active; AID 2528;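 also: plate controls were vehicle for no effect and no enzyme for full effect; nearly all actives have a fitted effect of over 35% in size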
Starred values were filed as active, the others as inactive; u = inconclusive; x = not tested or not shown; [ ] = another dose, or the depositor's remark. Calls follow the shape of the dose curve; as a rule, active = well fitted curve in the direction sought with a large enough effect; inconclusive = small, poorly fitted or top-dose-only effect, or another doubt; inactive = no such curve, though single readings can be large; an effect the other way counts as inactive or inconclusive. Potency is read from the fitted curve at half-maximal effect.

entry | SMILES | JMJD2A Tudor | POLI inh | Pol eta inh | G9a inh | APEX1 inh | BAZ2B inh | POLB inh | Pol kappa inh | BLM helicase inh
1 | COc1ccc(/C(O)=C2/C(=O)C(=O)N(c3ccccn3)C2c2ccc(OC)cc2)cc1 (stereo not given) | -19% | u | 3% | u | 44% | -17% | 16% | -5% | -5%
2 | Cc1cc(C)cc(N(CC(=O)NCc2ccco2)C(=O)c2snc(C(N)=O)c2N)c1 | -29% | -10% | -13% | -26%[59 µM] | -6% | -19% | 8% | -14% | -2%
3 | C/C(CCc1ccccc1)=N\NC(=O)c1ccc(CN2CCOCC2)cc1 | -10% | 13% | -16% | 5% | 3% | -15% | 90%[activator] | -4% | -5%
4 | CCc1ccc2nc(N(Cc3cccnc3)C(=O)c3ccc(C#N)cc3)sc2c1 | -24% | -7% | -4% | -7%[59 µM] | x | u | 6% | -8%[60.1 µM] | -10%
5 | CCOC(=O)c1c(C)[nH]c(N=Nc2cccc(OC)c2)c1C | 28µM* | 83%[activator] | u | 32µM* | -5% | 22µM* | -19% | -3% | -16%
6 | CCOC(=O)C1CCN(S(=O)(=O)c2c(C)n(C)c(=O)n(C)c2=O)CC1 | -10% | 7% | -2% | -32% | -3% | -2% | 4% | -10% | -3%
7 | NC(=O)c1nsc(C(=O)N(Cc2ccco2)C(C(=O)NCc2ccccc2)c2ccc(O)cc2)c1N (stereo not given) | -22% | 44%[activator] | -9% | 4%[59 µM] | 4%[12.4 µM] | -20% | 6% | -12% | -3%
8 | O=C(N/N=C/c1cccnc1)c1ccco1 | -3% | 44%[activator] | -7% | x | 29% | 3% | 28% | 6% | -4%
9 | COc1cc(OC)cc(C(=O)N(Cc2ccco2)c2c(N)n(Cc3ccccc3)c(=O)[nH]c2=O)c1 | -1% | 30% | -13% | x | x | x | x | 10% | x
10 | CCc1ccc(NC(=O)CCC(=O)c2ccccc2)cc1 | 22% | -24% | -15% | 5% | -14% | 7% | 25% | 4% | -4%
11 | CC(C)[C@H](NC(=O)c1ccccc1Cl)C(=O)OCC(=O)NCc1ccc2c(c1)OCO2 | -7% | 27% | -20% | x | 15% | x | x | 3% | x
12 | COc1ccc(NC(=O)c2ccc3snnc3c2)cc1 | -3% | 10% | -1% | 7%[59 µM] | 8% | 14% | 0% | -1% | 4%
13 | Cc1ccc(Cn2c(S(=O)(=O)O)nc3ccccc32)cc1 | -24% | -3% | -9% | -13%[59 µM] | 0% | -38% | 35% | 2% | -2%
14 | Cc1ccc(OCC(=O)Nc2c3c(nn2C(C)(C)C)CS(=O)(=O)C3)cc1 | -11% | 46%[activator] | -21% | -10% | 21% | -5% | 12% | -4% | -5%
15 | Cc1c(N(C(=O)c2ccccn2)C2(C(=O)NC3CCCC3)CCCCC2)c(=O)n(-c2ccccc2)n1C | 2% | 86%[activator] | -16% | -11%[59 µM] | u | -11% | 40% | 2% | -5%
16 | CC(OC(=O)CC1CC2CCC1C2)C(=O)Nc1cccc(S(=O)(=O)N2CCOCC2)c1 (stereo not given) | -13% | 12% | -13% | u | 21% | -2% | x | -19% | x
17 | CCSc1ncc(Cl)c(C(=O)Nc2c(C(=O)Nc3ccc(Cl)cc3)oc3ccccc23)n1 | -3% | 10% | x | 3%[59 µM] | x | -5% | 0% | -14% | -1%
18 | CN(C)CCN(Cc1ccc(Cl)cc1)c1ccccn1 | -20% | 10% | -4% | -18% | 12%[21 µM] | -3% | 9% | 14% | -10%
19 | Cc1ccc(N2CC(C(=O)Nc3ccc(S(=O)(=O)Nc4ncccn4)cc3)CC2=O)cc1C (stereo not given) | -17% | 92%[activator] | -8% | 3% | -10% | -20% | 2% | -4% | -1%
20 | COc1ccc(CC(=O)NC(=S)Nc2cccc(CO)c2)cc1 | -20% | 30% | -14% | x | x | x | x | 1% | x

In a second layout: entries from further up
6: CCOC(=O)C1CCN(S(=O)(=O)c2c(C)n(C)c(=O)n(C)c2=O)CC1
  JMJD2A Tudor = -10%	POLI inh = 7%	Pol eta inh = -2%	G9a inh = -32%	APEX1 inh = -3%	BAZ2B inh = -2%	POLB inh = 4%	Pol kappa inh = -10%	BLM helicase inh = -3%

7: NC(=O)c1nsc(C(=O)N(Cc2ccco2)C(C(=O)NCc2ccccc2)c2ccc(O)cc2)c1N (stereo not given)
  JMJD2A Tudor = -22%	POLI inh = 44%[activator]	Pol eta inh = -9%	G9a inh = 4%[59 µM]	APEX1 inh = 4%[12.4 µM]	BAZ2B inh = -20%	POLB inh = 6%	Pol kappa inh = -12%	BLM helicase inh = -3%

8: O=C(N/N=C/c1cccnc1)c1ccco1
  JMJD2A Tudor = -3%	POLI inh = 44%[activator]	Pol eta inh = -7%	G9a inh = x	APEX1 inh = 29%	BAZ2B inh = 3%	POLB inh = 28%	Pol kappa inh = 6%	BLM helicase inh = -4%

9: COc1cc(OC)cc(C(=O)N(Cc2ccco2)c2c(N)n(Cc3ccccc3)c(=O)[nH]c2=O)c1
  JMJD2A Tudor = -1%	POLI inh = 30%	Pol eta inh = -13%	G9a inh = x	APEX1 inh = x	BAZ2B inh = x	POLB inh = x	Pol kappa inh = 10%	BLM helicase inh = x

Screen by screen, from the results shown.
Pol kappa inh for entries 1–11 → -5%, -14%, -4%, -8%[60.1 µM], -3%, -10%, -12%, 6%, 10%, 4%, 3%

Other records:
Below each compound: JMJD2A Tudor, POLI inh, Pol eta inh, G9a inh, APEX1 inh, BAZ2B inh, POLB inh, Pol kappa inh, BLM helicase inh
21	NC(=O)CC[C@@H]1NC(=O)[C@H](CO)NC(=O)c2cc([N+](=O)[O-])cc(I)c2NCCCC[C@@H](C(N)=O)NC(=O)[C@H](Cc2ccc(O)cc2)NC1=O
  -32%, u, -20%, u, 0%, -36%, 2%, -21%, -1%
22	CCS(=O)(=O)N1CCCC(C(=O)NCCOC)C1 (stereo not given)
  -19%, 28%, -2%, 10%[59 µM], x, 9%, 7%, 0%[60.1 µM], 0%
23	O=C(CCc1nc(-c2ccccc2F)no1)NCCN1CCc2ccccc2C1
  -33%, 19%, -17%, u, -2%, u, 15%, 0%, 5%
24	CCOc1ccc(-c2nnc(SCC(=O)NCCc3ccc(OC)c(OC)c3)nc2-c2ccc(OCC)cc2)cc1
  u, 22%, 3%, -33%[59 µM], x, -11%, 33%, 0%[60.1 µM], -4%
25	CC(C)NC(=O)N1CCN(S(=O)(=O)c2ccc3c(ccn3C)c2)CC1
  -13%, 11%, -1%, -1%[59 µM], x, 1%, 14%, -4%[60.1 µM], 0%
26	CC(C)(C)C1CCc2c(C(=O)NNC(=O)CCCC(=O)O)csc2C1 (stereo not given)
  -12%, 17%, -10%, 7%, 5%, 1%, 1%, 0%, -9%
27	COC(=O)c1nn(-c2ccc(OC)cc2)c(=O)c2c(N)sc(C)c12
  u, -11%, -17%, 10µM*, 3%, u, 6%, -9%, -8%
28	COc1ccc(/C=N/NC(=O)c2cc(-c3ccccc3)nc3ccccc23)c(C(=O)O)c1OC
  -1%, 14%, -16%, 3%, 17%, -1%, 31%, -5%[60.1 µM], 0%
29	O=C1c2ccccc2C(=O)N1CC(O)CNc1ccc(Br)cc1 (stereo not given)
  -17%, 13%, -8%, 10%[59 µM], -8%, -3%, 17%, -3%, -3%
30	CCC(C)(C)NC(=O)C1CCCN(S(=O)(=O)c2ccc3c(c2)CC(C)N3C(=O)C2CC2)C1 (stereo not given)
  -5%, -19%, 3%, 4%[59 µM], 23%, -16%, 28%, -15%, -2%
31	COc1cccc(C2=CC(=O)C[C@H](c3ccc4c(c3)OCO4)C2)c1
  -32%, 2%, -3%, 22%[2.33 µM], 1%, -5%, x, -5%, x
32	CN(Cc1ccc(OC(F)F)cc1)C(=O)/C=C/c1ccc(S(=O)(=O)N2CCOCC2)cc1
  -21%, -11%, -19%, x, 19%, x, x, -3%, x
33	O=C(Nc1sc2c(c1C(=O)NCC(O)CO)CCCC2)c1ccccc1 (stereo not given)
  -9%, 36%[activator], -12%, x, x, x, x, -5%, x
34	CCOc1ccc(CNC(=O)CCn2c(=O)c3cccn3c3ccc(F)cc32)cc1
  -15%, 0%, 4%, 1%[59 µM], x, -12%, 76%, -3%, 1%
35	Cc1ccc(S(=O)(=O)N2CCOCC2)cc1C(=O)N1c2ccccc2Sc2ccccc21
  -10%, 2%, -19%, 9%[12.7 µM], -7%, -19%, -22%, 0%, -9%
36	CC(/C=C/c1ccccc1F)=N\NC(=O)c1ccccc1
  -14%, 121%[activator], -18%, 3%, 8%, -4%, 1%, 0%, -8%
37	O=C(CSc1cccc[n+]1[O-])Nc1ccc2c(c1)OCO2
  -6%, 11%, -25%, 50µM*, -1%, -12%, -14%, 6%, -6%
38	O=C(Nc1ncccn1)c1cccs1
  0%, 17%, -17%, 0%, 1%, 2%, 11%, -7%, 1%
39	CCOC(=O)[C@@H]1[C@H]2COc3ccc(Br)cc3[C@@H]2N2C(=O)N(c3ccc(OC)cc3)C(=O)[C@]12C
  2%, 64%[activator], -5%, 19%, 9%, 2%, 0%, -23%, -7%
40	O=C(CSc1nc(-c2ccco2)cc(C(F)(F)F)n1)Nc1ccccc1C(F)(F)F
  -3%, 34%[activator], -17%, 0%[59 µM], -6%, 1%, 14%, -3%[60.1 µM], -13%

Going on with the list.
Below each compound: JMJD2A Tudor, POLI inh, Pol eta inh, G9a inh, APEX1 inh, BAZ2B inh, POLB inh, Pol kappa inh, BLM helicase inh
41	CC1(C)CC(CC(=O)Nc2ccccn2)C(=O)O1 (stereo not given)
  -19%, 4%, 10%, -3%[59 µM], 12%, 5%, -15%, -3%, -5%
42	CSc1nc2c(c(=O)[nH]c(=O)n2C)n1Cc1ccc(Cl)cc1
  -22%, 105%[activator], -10%, 25%[0.501 µM], -8%, -11%, 14%, 0%, 3%
43	N#Cc1ccc(Cl)cc1NC(=O)CNc1cccc(S(=O)(=O)N2CCCC2)c1
  -3%, 42%[activator], -17%, 45µM*, -2%, 3%, x, -6%, x
44	O=C(CSc1ccc2nnc(-c3cccnc3)n2n1)c1ccccc1
  -9%, 36%[activator], -1%, -10%, -4%, -17%, -1%, -20%, 0%

Assay outcomes from PubChem BioAssay.

These rows are one share of the data, so the mix of outcomes need not match the whole.
